Source: PubChem BioAssay
MgcRacGAP inhibition = MgcRacGAP GTPase-activating activity inhibitors, confirmation, biochemical, ADP Hunter fluorescence; one-dose inhibition, % at 30 µM; IC50 in µM for titrated hits; MgcRacGAP-stimulated Rac1 GTP hydrolysis, ADP Hunter fluorescence; higher % means a stronger effect; GST-tagged Rac1 F28L mutant substrate; 340,000 compounds, 0.6% hits;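 active means first-screen hits whose inhibition reached a set limit at any dose in the follow-up dose series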;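 further: fluorescence reports GDP produced by GAP-driven GTP hydrolysis; strong numbers were not always called active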
LYP phosphatase = PTPN22 lymphoid phosphatase activity blockers – biochemical, fluorescence intensity, uHTS (AID 1779); recombinant LYP phosphatase, fluorescence intensity; higher % means a stronger effect; inhibition, % at 11.5 µM, or IC50 in µM where a hit was titrated; 290,000 compounds, 0.054% hits; in the data active means inhibition above about 50%;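 further: plate controls were vehicle with enzyme for no effect and no enzyme for full effect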
T cell modulator = T cell immune modulation candidate | 2C CD8+ T cell-vesicle binding, flow cytometry; stronger effect = lower value | calls only at 7 µM | 330,000 compounds, 0.068% hits | AID 2052;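 active means response, share of CD8 T cells binding vesicles, and their 90th percentile fluorescence all below set limits, cut at about 80% in these data, passing the limit was not always enough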
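Assay system – 2C mouse CD8+ T cells · Also added – QL9-loaded Drosophila micro-vesicles · Timing – Cell–vesicle co-incubation 1.5 h at 37 °C, staining 20 min on ice · Signal – flow cytometry of vesicle-bound cells · Measure – percent CD8+ FL2 mean versus row control · Controls – Peptide-free naked vesicles (low) and QL9 vesicles with 0.7% DMSO vehicle (high)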
GPR55 LPI antagonism = GPR55 antagonists blocking LPI-driven arrestin recruitment, primary screen, imaging, U2OS, beta-arrestin-GFP, LPI agonist (AID 2013) | inhibition, % at 10 µM; hits with a dose series show IC50 in µM | 290,000 compounds, 0.13% hits | U2OS GPR55 beta-arrestin-GFP translocation imaging, LPI antagonism; higher % means a stronger effect;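 active means spots per cell inhibited over 60%, with over 100 cells counted and total cytoplasm intensity under 500,000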;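 further: U2OS cells stably carrying GPR55 and arrestin-GFP stimulated by 5 µM LPI near EC80; imaged beta-arrestin-GFP aggregate spots per cell after agonist stimulation; plate controls were LPI-stimulated DMSO wells for no effect and DMSO wells without LPI for full effect; some results filed as inactive read as strong as hits; confirmed hits need IC50 under 10 µM and bright autofluorescent wells are also inconclusive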
GPR55 activation = GPR55 agonists via beta-arrestin recruitment, primary screen, imaging, U2OS cells, beta-arrestin-GFP redistribution (AID 1961); 290,000 compounds, 0.048% hits; U2OS GPR55 beta-arrestin-GFP redistribution imaging; higher % means a stronger effect; activation, % at 10 µM, or EC50 in µM where a hit was titrated;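 active means activation above 40% with more than 50 cells counted in the well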;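 further: U2OS osteosarcoma cells stably expressing GPR55 and beta-arrestin-GFP; plate controls were DMSO negative control for no effect and LPI positive control for full effect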
Lipid droplet = hepatic lipid droplet formation modulation; inhibition, % at 6.5 µM; AML12 mouse hepatocytes, oleate lipid droplets, BODIPY imaging; 240,000 compounds, 0.4% hits; AID 1656;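 active means lipid droplet intensity inhibited by at least 50%, with more than 500 cells counted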
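Assay system: AML12 hepatocytes (mouse); Probe or stimulus: oleic acid at 100 µM to induce lipid droplet formation; Dosing: compound at 6.5 µM only; Schedule: compound with oleate, overnight; Detection: fluorescence imaging, 20x objective, two fields per well; Measure: % inhibition of lipid droplet signal.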
SV40 large T antigen = SV40 large T antigen inhibitors, biochemical (AID 1903); SV40 large T antigen ATPase/helicase inhibition assay; higher % means a stronger effect; inhibition, % at 20 µM, or IC50 in µM where a hit was titrated; 310,000 compounds, 0.39% hits; in the data active means a potency from the dose series; further: strong numbers were not always called active
GPR35 arrestin U2OS = GPR35 antagonists blocking zaprinast-driven arrestin recruitment, primary screen, imaging, U2OS, beta-arrestin-GFP, zaprinast agonist (AID 2058); U2OS GPR35 beta-arrestin-GFP translocation imaging, zaprinast antagonism; higher % means a stronger effect; one-dose inhibition, % at 10 µM; IC50 in µM for titrated hits; 290,000 compounds, 0.052% hits;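 active means inhibition of at least 50% with at least 30 cells and total cytoplasm GFP at most 10,000,000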
NTR1 ag = agonists of NTR1, primary screen, imaging, U2OS cells, beta-arrestin-GFP, high content (AID 493036). P30989. NTR1-U2OS beta-arrestin-GFP spot imaging, agonist mode. 330,000 compounds, 0.17% hits. activation, % at 20 µM;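 active means activation at or above 40% of the spot to cytoplasm intensity ratio, with at least 20 cells analyzed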;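 further: 0% = DMSO without peptide and 100% = 100 nM NTR1 peptide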
Target sequence (P30989 whole entry, looked up): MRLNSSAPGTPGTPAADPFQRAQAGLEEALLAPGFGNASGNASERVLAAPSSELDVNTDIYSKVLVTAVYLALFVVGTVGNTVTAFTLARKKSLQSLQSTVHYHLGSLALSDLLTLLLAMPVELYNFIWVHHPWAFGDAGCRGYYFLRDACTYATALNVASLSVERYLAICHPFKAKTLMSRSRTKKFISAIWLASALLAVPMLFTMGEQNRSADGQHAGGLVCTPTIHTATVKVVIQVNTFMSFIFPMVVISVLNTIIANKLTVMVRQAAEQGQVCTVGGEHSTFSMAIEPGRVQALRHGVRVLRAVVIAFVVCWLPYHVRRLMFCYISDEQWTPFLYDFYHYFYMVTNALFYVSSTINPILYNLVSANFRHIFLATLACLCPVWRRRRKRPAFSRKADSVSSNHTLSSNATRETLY
Lipid droplet cells 6.5 µM = also measured in Lipid droplet; calls as there; cell count; measured here: cell count, cytotoxicity flag;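 cells counted across two imaged fields per well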
T cell modulator vesicle-bound % = further read-out of T cell modulator, marked with its call; double positive events, %; measured here: CD8+ vesicle-bound cell fraction;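 binding gate set so that unloaded-vesicle control wells show 10% double positive cells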
NTR1 ag cell count 20 µM = further read-out of NTR1 ag, marked with its call; cell count; measured here: cell count, cytotoxicity flag
The depositor's hits bear a star; i = inactive; nt = no result given.

SMILES	MgcRacGAP inhibition	LYP phosphatase	T cell modulator	T cell modulator vesicle-bound %	GPR55 LPI antagonism	GPR55 activation	Lipid droplet	Lipid droplet cells 6.5 µM	SV40 large T antigen	GPR35 arrestin U2OS	NTR1 ag	NTR1 ag cell count 20 µM
CN(C)C(CNC(=O)c1ccc(C(F)(F)F)cc1)c1ccco1 (stereo not given)	5%	-7%	i	53	-15%	1.0%	2	666	0%	-8%	-1.4	38
CC(C)[C@H](N)c1nnc(SCc2ccc(Cl)cc2)o1	5%	-8%	i	36	27%	-0.1%	nt	nt	9%	6%	3.4	55
COc1ccc2[nH]c(=O)c(CN(C(=O)NC3CCCCC3)C3CCCCC3)cc2c1	6%	0%	i	24	-12%	0.0%	-6	636	16%	-2%	7.5	75
Cc1ccsc1C(=O)Nc1nnc(-c2ccco2)o1	7%	5%	i	54	1%	0.2%	17	600	10%	-11%	-1.0	72
O=C(NC1CCCCC1)C(c1ccccc1)N(Cc1cccnc1)C(=O)c1csnn1 (stereo not given)	5%	-6%	i	34	2%	0.1%	3	830	9%	-8%	0.8	53
O=C(NCCc1nc(-c2ccccc2)cs1)c1ccc(Br)cc1	0%	1%	i	5	17%	0.0%	-12	633	3%	-4%	2.3	65
COc1ccc(-c2coc3cc4oc(=O)c(CC(=O)O)c(C)c4cc23)cc1	nt	-1%	nt	nt	13%	-0.1%	-5	803	nt	-10%	1.4	85
COc1cc(/C=C2/SC(=S)N(Cc3ccccc3)C2=O)ccc1O	11%	-4%	i	71	3%	-0.2%	4	818	24%	-6%	-1.9	61
CCOC(=O)C(/C=C(\C#N)C(=O)OCC)=C(/N)N1CCN(c2ccc(Cl)cc2)CC1	-1%	2%	i	46	-2%	0.0%	-3	778	-4%	-8%	1.1	47
CCOC(=O)N1CCN(C(=O)c2ccc(OCC)c(OCC)c2)CC1	1%	-6%	i	42	-10%	0.4%	13	732	2%	-3%	-0.6	76
Cc1ccc(S(=O)(=O)Nc2ccc(S(=O)(=O)NCC3CCCO3)cc2)cc1 (stereo not given)	3%	-9%	i	54	2%	0.6%	22	788	7%	4%	-1.6	44
O=S1(=O)CCN(Cc2ccc(Cl)c(Cl)c2)CC1	6%	-6%	i	3	11%	-2.3%	nt	nt	2%	6%	0.7	50
Nc1ccc(C(=O)N/N=C/c2cccc(Oc3ccccc3)c2)cc1	9%	-8%	i	54	11%	-0.1%	-24	824	8%	-2%	0.8	59
Cc1cccc(C)c1OCC(=O)NNC(=O)c1ccoc1C	11%	-8%	i	10	10%	-0.1%	nt	nt	3%	7%	-0.1	35
Cc1ccc([N+](=O)[O-])cc1NC(=O)c1ccc2c(c1)OCO2	7%	-8%	i	51	16%	-0.1%	7	711	-2%	0%	-1.1	56
O=CNn1cnc2c(oc3nc(-c4ccccc4)cc(-c4ccco4)c32)c1=O	5%	-4%	i	47	14%	-0.6%	27	679	10%	-23%	1.0	43
CC(=O)c1ccc(C(=O)Nc2ccc(N3CCOCC3)cc2)cc1	11%	-7%	i	18	-5%	-0.2%	nt	nt	10%	0%	0.7	36
c1ccc(CCNc2nc(-c3ccccn3)nc3ccccc23)cc1	-2%	-2%	i	42	56%	0.2%	-98	707	18%	21%	6.4	48
CCN(CC)S(=O)(=O)c1ccc(C)c(NC(=O)Cn2c(=O)cnc3ccccc32)c1	8%	-6%	i	21	1%	-0.4%	-59	524	0%	-25%	-0.7	37
O=C(CCc1ccccc1)NC(=S)Nc1ccc(S(=O)(=O)N2CCOCC2)cc1	1%	0%	i	38	29%	-0.2%	8	764	2%	-8%	3.1	77
O=C(O)CCCn1cc(NC(=O)COc2ccccc2)cn1	6%	-8%	i	72	11%	0.3%	11	816	1%	2%	-0.9	72
CCN1CCN(C(=O)Nc2ccccc2OC)CC1	21%	-11%	i	40	8%	0.1%	-2	767	10%	-3%	0.4	40
O=C1/C(=C/c2cccnc2)SC(=S)N1Nc1ccccc1	nt	-2%	i	13	-1%	-0.1%	4	733	30%	15%	1.4	51
Cc1ccc(Cc2cnc(NC(=O)C3=NCCN3)s2)cc1	nt	-5%	i	14	6%	-0.1%	-5	668	-1%	4%	-1.0	54
Cc1nc2sc3c(c2c(=O)n1NC(=O)CCBr)CCCC3	4%	-4%	i	33	3%	-0.3%	-4	685	6%	-13%	2.6	30
SMILES	MgcRacGAP inhibition	LYP phosphatase	T cell modulator	T cell modulator vesicle-bound %	GPR55 LPI antagonism	GPR55 activation	Lipid droplet	Lipid droplet cells 6.5 µM	SV40 large T antigen	GPR35 arrestin U2OS	NTR1 ag	NTR1 ag cell count 20 µM
CCOC(=O)c1c(NC(=O)COc2cccc3c2CCN(CC)C3=O)sc2c1CCC2	-5%	6%	i	62	12%	-0.2%	2	601	3%	-1%	7.7	53
O=C(Nc1cccc([N+](=O)[O-])c1)c1ccc2snnc2c1	8%	-4%	i	11	9%	-0.2%	8	845	13%	-8%	1.0	63
O=C(CSc1nnc(-c2ccncc2)o1)NC1CCCCC1	2%	-7%	i	34	4%	0.2%	-4	720	14%	-1%	-0.1	91
Cc1ccc(-c2csc(/C(C#N)=C(\O)CN3CCN(C(=O)c4ccco4)CC3)n2)cc1	17%	0%	i	58	-1%	-0.1%	0	766	14%	-2%	-2.2	25
CCOC(=O)Cn1ccc(NC(=O)COc2ccc(F)cc2F)n1	9%	-9%	i	22	-1%	-0.4%	15	677	6%	8%	-1.2	57
CCOc1ccccc1C(=O)Oc1cc(C)[nH]c(=O)c1[N+](=O)[O-]	4%	-10%	i	42	6%	-0.1%	-1	735	nt	-12%	7.5	24
O=C1N=C(N2CCCCC2)SC1=C1CCCCC1	11%	-2%	i	31	-6%	-0.2%	6	715	8%	-8%	-0.4	37
C=CCn1c(SCC(=O)NCCOC)nc2scc(-c3ccco3)c2c1=O	11%	-1%	i	39	-5%	0.3%	nt	nt	14%	-6%	1.1	71
O=C(c1cccc(Cl)c1)N1CCN(c2ccccn2)CC1	10%	-3%	i	48	1%	-0.2%	-6	727	8%	7%	-1.4	59
O=C(CSc1n[nH]c(-c2cccs2)n1)N1CCN(S(=O)(=O)c2ccc3ccccc3c2)CC1	-6%	-1%	i	58	-6%	-0.2%	11	779	11%	-9%	5.1	28
Cc1cccc(C(=O)N2CCC(=O)N(C(COCc3cccc(Cl)c3)Cc3ccccc3)CC2)c1 (stereo not given)	-1%	10%	i	38	-4%	0.2%	-7	751	8%	3%	8.9	88
Nc1c(-c2n[nH]c(=S)n2-c2ccc(Cl)cc2Cl)cnn1-c1ccccc1	4%	-3%	i	29	10%	0.3%	-1	719	9%	-6%	0.7	52
CN(C)c1ccc(/C=N/NC(=O)c2ccc(CN3C(=O)c4cccc5cccc3c45)cc2)cc1	nt	-10%	i	36	1%	-0.3%	19	692	6%	8%	4.5	63
COCCCn1c(=O)c2ccccc2n(CC(=O)NC2CCCC2)c1=O	3%	3%	i	34	17%	0.0%	-3	730	8%	5%	-1.5	44
COc1ccc(Cl)c(Cn2c(NCc3ccccn3)nc3c2c(=O)n(C)c(=O)n3C)c1	4%	1%	i	24	5%	-0.1%	2	733	1%	-4%	-0.5	70
COc1ccc(CCN2C(=O)CC(C(N)=O)SC2=Nc2ccccc2)cc1 (stereo not given)	4%	-2%	i	27	3%	-0.2%	-8	709	4%	-2%	-0.8	48
COCCn1c(SCC(=O)NCc2ccco2)nnc1C(C)C	9%	-5%	i	9	2%	-0.4%	-4	739	8%	23%	-2.9	57

Entries shown so far that contain an aryl methoxy group (6):
SMILES	MgcRacGAP inhibition	LYP phosphatase	T cell modulator	T cell modulator vesicle-bound %	GPR55 LPI antagonism	GPR55 activation	Lipid droplet	Lipid droplet cells 6.5 µM	SV40 large T antigen	GPR35 arrestin U2OS	NTR1 ag	NTR1 ag cell count 20 µM
COc1ccc2[nH]c(=O)c(CN(C(=O)NC3CCCCC3)C3CCCCC3)cc2c1	6%	0%	i	24	-12%	0.0%	-6	636	16%	-2%	7.5	75
COc1ccc(-c2coc3cc4oc(=O)c(CC(=O)O)c(C)c4cc23)cc1	nt	-1%	nt	nt	13%	-0.1%	-5	803	nt	-10%	1.4	85
COc1cc(/C=C2/SC(=S)N(Cc3ccccc3)C2=O)ccc1O	11%	-4%	i	71	3%	-0.2%	4	818	24%	-6%	-1.9	61
CCN1CCN(C(=O)Nc2ccccc2OC)CC1	21%	-11%	i	40	8%	0.1%	-2	767	10%	-3%	0.4	40
COc1ccc(Cl)c(Cn2c(NCc3ccccn3)nc3c2c(=O)n(C)c(=O)n3C)c1	4%	1%	i	24	5%	-0.1%	2	733	1%	-4%	-0.5	70
COc1ccc(CCN2C(=O)CC(C(N)=O)SC2=Nc2ccccc2)cc1 (stereo not given)	4%	-2%	i	27	3%	-0.2%	-8	709	4%	-2%	-0.8	48
